Screens from PubChem.
N370S GC = N370S glucocerebrosidase modulation, Gaucher chaperone candidate; N370S GC spleen homogenate, 4MU-glucoside fluorescence; Potency, µM (highest dose often 59.4 µM), for the others: at the top dose activity change, negative = inhibition, usual class: inhibitors; 330,000 compounds, 0.092% hits; AID 2101;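 also: 0% = full enzyme activity and -100% = no enzyme basal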
FEN1 inh = blocks human flap endonuclease 1; P39748; Recombinant FEN1 flap cleavage, fluorescence, 15 min; Potency, µM (highest dose often 114 µM), without a hit: at the top dose activity change, negative = inhibition, actives largely listed as inhibitors; 390,000 compounds, 0.35% hits; AID 588795; also: nearly all actives have a fitted effect of over 65% in size
Target sequence (P39748 whole entry, looked up): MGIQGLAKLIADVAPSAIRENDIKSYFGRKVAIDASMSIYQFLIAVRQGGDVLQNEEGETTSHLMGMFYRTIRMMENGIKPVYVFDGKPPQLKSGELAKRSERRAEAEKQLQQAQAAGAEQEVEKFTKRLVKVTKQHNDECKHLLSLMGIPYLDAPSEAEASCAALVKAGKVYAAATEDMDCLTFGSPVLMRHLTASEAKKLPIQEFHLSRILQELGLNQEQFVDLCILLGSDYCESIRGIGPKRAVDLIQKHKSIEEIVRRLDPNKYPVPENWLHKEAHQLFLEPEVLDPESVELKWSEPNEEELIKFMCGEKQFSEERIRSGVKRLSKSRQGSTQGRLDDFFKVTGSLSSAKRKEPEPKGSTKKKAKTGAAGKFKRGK
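With each library titrated from low to high concentration, compounds met 10 nM FEN1 for 15 min at room temperature before 50 nM substrate was added; readings at 0 and 15 min fed four-parameter Hill curve fits.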
TDP1 block = inhibitors of human tyrosyl-DNA phosphodiesterase TDP1; Q9NUW8; Potency, µM (series often up to 130 µM), for inactives: at the highest dose activity change, negative = inhibition, most hits filed as inhibitors; 350,000 compounds, 0.28% hits; recombinant TDP1, AlphaScreen DNA substrate cleavage; also: nearly all actives have a fitted effect of over 40% in size
Target sequence (Q9NUW8 whole entry, looked up): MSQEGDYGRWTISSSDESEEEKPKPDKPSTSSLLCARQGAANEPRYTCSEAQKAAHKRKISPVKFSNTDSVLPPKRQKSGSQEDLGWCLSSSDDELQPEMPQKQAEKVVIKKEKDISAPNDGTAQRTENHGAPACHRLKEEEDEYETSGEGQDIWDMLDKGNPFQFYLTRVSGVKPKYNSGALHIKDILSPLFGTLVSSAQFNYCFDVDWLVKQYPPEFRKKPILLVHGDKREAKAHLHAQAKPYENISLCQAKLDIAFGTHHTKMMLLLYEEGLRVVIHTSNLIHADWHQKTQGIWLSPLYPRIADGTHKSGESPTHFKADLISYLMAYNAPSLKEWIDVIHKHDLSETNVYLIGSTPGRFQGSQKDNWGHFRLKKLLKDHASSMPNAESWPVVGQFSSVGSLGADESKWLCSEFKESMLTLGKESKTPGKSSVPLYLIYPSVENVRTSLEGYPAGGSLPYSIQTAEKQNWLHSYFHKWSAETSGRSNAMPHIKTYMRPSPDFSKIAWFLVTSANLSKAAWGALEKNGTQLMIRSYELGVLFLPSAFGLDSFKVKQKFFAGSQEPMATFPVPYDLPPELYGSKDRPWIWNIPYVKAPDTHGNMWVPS
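Signal: AlphaScreen proximity between streptavidin donor and anti-FITC acceptor beads on intact substrate. Reaction: Tdp1 1 nM, substrate 15 nM final, 5 min RT after 15 min compound preincubation.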
Active calls of the source: *; ? = inconclusive; . = no result given; & = joins results of further samples; [ ] = another dose, or the depositor's remark. Calls follow the shape of the dose curve; as a rule, active = well fitted curve in the direction sought with a large enough effect; inconclusive = small, poorly fitted or top-dose-only effect, or another doubt; inactive = no such curve, though single readings can be large; an effect the other way counts as inactive or inconclusive. Unless noted, % is scaled to controls: 0 for no effect and ±100 for the full control effect; potency is read from the fitted curve at half-maximal effect.

| molecule | TDP1 block | N370S GC | FEN1 inh |
| --- | --- | --- | --- |
| CC(Oc1ccccc1)C(=O)N=C1SC2CS(=O)(=O)CC2N1Cc1ccc(F)cc1 (stereo not given) | 1% | -3% | -16% |
| Cc1nn(CC(=O)O)c2ccccc12 | 2% | 0% | -1% |
| Cc1cccc(NC(=O)CC(C)S(=O)(=O)c2ccc3c(c2)NC(=O)CO3)c1C (stereo not given) | -1% | -19% | 22% |
| Cc1cc(C)nc(NS(=O)(=O)c2ccc(NC(=O)c3ccc(S(=O)(=O)N(C)C)cc3)cc2)n1 | . | 1% | 15% |
| CCOc1cc(C(c2c(C)[nH][nH]c2=O)c2c(C)[nH][nH]c2=O)ccc1OCc1ccc([N+](=O)[O-])cc1 | 9% | -17% | -2% |
| COc1ccc(/C=N/NC(=O)c2nn(-c3ccc(C)c(C)c3)c(=O)c3ccccc23)cc1 | 6% | 0% | -1% |
| COC(=O)Nc1ccc(S(=O)(=O)NCCO)cc1 | -4% | . | -9% |
| CCCCn1c(N)c(NCCC(C)C)c(=O)[nH]c1=O | 1% | 0% | 4% |
| COc1ccccc1NS(=O)(=O)c1ccc(N2CCOCC2)c(N)c1 | 4% | . | 6% |
| Cc1ccccc1NC(=O)Cc1c[nH]c2ccccc12 | . | 0% | -1% |
| Cc1cnc(=O)[nH]c1SCC(=O)c1ccc(F)cc1 | 5% | -1% | 15% |
| CCc1c(C)sc(NC(=O)c2cc3nc(-c4ccc(OC)cc4)cc(C(F)(F)F)n3n2)c1C(=O)OC | 1%[12.3 µM] | . | -2% |
| CCOc1ccccc1N1CCN(C(=O)Nc2ccc(F)c(Cl)c2)CC1 | 5% | 2% | 6% |
| COc1ccc(C(=O)n2cc(C(=O)c3cc(C)ccc3O)cn2)cc1 | 3% | 4% | 7% |
| O=C(c1ccc(Cl)c(S(=O)(=O)N2CCCC2)c1)N1CCCC(C(F)(F)F)C1 (stereo not given) | 0% | -5% | -6% |
| c1ccc2c(c1)CCCc1cc(NCCN3CCOCC3)nnc1-2 | 8%[21 µM] | -17% | -4% |
| Clc1ccc(CSCCc2ccncc2)cc1 | 8% | -4% | -3% |
| CC1Cc2nc(SCC(=O)Nc3ccc4c(c3)OCO4)n(-c3ccc(F)cc3)c(=O)c2S1 (stereo not given) | . | -2% | -7% |
| CSc1ccc(-c2nc(CN3CCCCC3c3cccnc3)c(C)o2)cc1 (stereo not given) | 3% | -8% | -13% |
| Cc1ccccc1SCc1noc(C(=O)NCC2CCCO2)c1C(=O)O (stereo not given) | 5% | . | -5% |
| Cc1ccc(C)c(NC(=O)CSc2nnc(C3CCCCC3)o2)c1 | 8% | -1% | 2% |
| COc1ccc(NC(C)=O)cc1CNC(=O)CN1CCOCC1 | . | -11% | 10% |
| CN(/N=C/c1ccc(O)cc1O)c1ncc(C(F)(F)F)cc1Cl | 5% | -20% | 7% |
| O=C(C[C@H]1C/C=C\C[C@@H](Cc2ccc(F)cc2)C(=O)OC[C@@H](Cc2c[nH]c3ccccc23)NC1=O)NCCO | 3% | . | -11% |
| Cc1cc(NC(=O)CSc2nnc(COc3cccc(C)c3C)n2Cc2ccco2)no1 | 6% | -4% | 3% |
| COc1cc(CCCN2CCNC[C@@H]2CC2CCCCC2)cc(OC)c1OC | -1% | . | 18% |
| CCC(C)Sc1nnc(Cc2cc(=O)[nH]c(=O)[nH]2)n1-c1ccc(OC)cc1 (stereo not given) | 1% | 15% | 1% |
| COC(=O)CC1Oc2cc3oc4c5ccccc5oc(=O)c4c3cc2O1 (stereo not given) | 2% | 7% | . |
| CN(C)CC#CCOC(c1ccccc1)c1ccccc1 | 4% | 6% | 9% |
| Cc1ccc(-c2nnc(NC(=O)c3ccc([N+](=O)[O-])o3)o2)c(C)c1 | . | -16% | 2% |

The final two compounds of the section before open the next one:
| molecule | TDP1 block | N370S GC | FEN1 inh |
| --- | --- | --- | --- |
| CN(C)CC#CCOC(c1ccccc1)c1ccccc1 | 4% | 6% | 9% |
| Cc1ccc(-c2nnc(NC(=O)c3ccc([N+](=O)[O-])o3)o2)c(C)c1 | . | -16% | 2% |
| Cc1ccc(Cl)cc1N1CCN(C(=O)Cn2cnc3nc4c(cc3c2=O)CCCC4)CC1 | 7% | . | -18% |
| CC(=O)N1c2ccccc2Sc2ccccc21 | . | 3% | 15% |
| CCCC(=O)N(Cc1cc2ccccc2[nH]c1=O)c1ccccc1OC | -1% | 11% | -7% |
| Cc1nn(-c2ccccc2)c(N)c1N=Nc1cccnc1 | 2% | -3% | -18% |
| CCOC(=O)c1[nH]c2cc(OC)c(OC)cc2c1NC(=O)C(C)N1CCN(Cc2ccccc2)CC1 (stereo not given) | 0% | . | 1% |
| O=C1Nc2ccccc2N2CCCC12 (stereo not given) | 5% | -13% | . |
| Nc1c(C(=O)N/N=C/c2ccc(F)cc2)oc2nc(-c3ccccc3)cc(-c3ccco3)c12 | . | -10% | -5% |
| COc1ccccc1C(=O)NC(=O)COC(=O)c1cc[n+]([O-])cc1 | . | -2% | -4% |
| COc1cccc2c1OC1(C)CC2N(C(=O)c2ccco2)C(=S)N1c1ccc(F)cc1 (stereo not given) | 7% | 14% | -4% |
| COc1ccc(NC(=O)c2c(-c3ccc(C)cc3)nnc3ccccc23)c(OC)c1 | 5% | . | -5% |
| COc1cccc(CNC(=O)CCN2C(=S)NC(C)(C)CC2C)c1 (stereo not given) | -1% | -1% | 15% |
| CCOc1ccccc1NC(=O)N1CCC(c2nc3ccc(C)cc3[nH]2)CC1 | 3% | 4%[2.35 µM] | -17% |
| CCOC(=O)c1cc(OCC(=O)NC(C)C(C)C)cc(C(=O)OCC)c1 (stereo not given) | 0% | 4% | 4% |
| CCC(Cc1ccccc1)NC(=O)CCn1cccc1 (stereo not given) | 2% | 9% | -11% |
| CCOCCCNC(=O)C1CCN(Cc2cccc(OCc3ccccc3)c2)CC1 | . | -2% | -2% |
| Cn1c(C(=O)N2CCN(c3ccc([N+](=O)[O-])cc3)CC2)cc2c(=O)[nH]c3ccccc3c21 | 5% | 16% | 3% |
| CCOC(=O)Cn1nc(Cc2ccccc2)c2ccccc2c1=O | 0% | -20% | -6% |
| O=C(CNc1cccc(C(F)(F)F)c1)Nc1cccc(S(=O)(=O)N2CCCC2)c1 | 0% | . | -25% |
| Cc1cccc(NC(=O)c2ccc(S(=O)(=O)N(C)C)cc2)n1 | 0% | 8% | 3% |
| O=C(O)c1cccnc1Sc1ccc(Br)cc1 | 3% | -16% | -1% |
| COc1ccc(-c2c(C)c3ccc(O)c(CN4CCCC(C)C4)c3oc2=O)cc1OC (stereo not given) | 0% | . | 14% |
| O=C(c1ccncc1)N(Cc1cc2ccccc2[nH]c1=O)C1CCCCC1 | 4% | 1% | -3% |
| CCCC1=Nc2cc(C(=O)NCCc3ccc(OCC)cc3)ccc2Sc2ccccc21 | 0%[12.3 µM] | . | -20% |
| COc1cccc(-c2nc(N3CCNCC3)c3ccccc3n2)c1 | 7%[56.1 µM] | -7% | . |
| CNC(=O)c1c(NC(=O)c2ccco2)sc(C)c1C | 9% | -9% | -4% |
| CCc1ccc(NCc2cc3cc(OC)c(OC)cc3n(CC(=O)Nc3ccc(F)cc3)c2=O)cc1 | 8% | . | 11% |
| CCC(C#CCN1CCOCC1)(CC)OCCC#N | 3% | -3%[2.35 µM] | 6% |
| COc1ccc(CNC(=O)CN2C(=O)COc3ccc(S(=O)(=O)N4CCOCC4)cc32)cc1 | 4%&0% | 0% | 12%&-8% |
| COc1ccccc1NC(=S)N1CC(C)(C)C1=O | . | -6% | -10% |
| CCc1ccc(CN(C)C(=O)c2cc(COc3c(F)cccc3F)on2)cc1 | -3% | -2% | 10% |

(more compounds)
| molecule | TDP1 block | N370S GC | FEN1 inh |
| --- | --- | --- | --- |
| CCn1ccnc1CN(C)C(=O)c1cc(COc2ccc(Cl)cc2OC)on1 | 8% | -11% | 19% |
| O=C(Nc1ccc(Cl)cc1)c1ccsn1 | 2% | 9% | -6% |
| Cc1c(CC(=O)NCC(=O)O)c(=O)oc2cc3occ(-c4ccccc4)c3cc12 | . | -2% | -25% |
| COc1ccc(-n2cc(C(=O)OCc3ccc(Cl)cc3)c3ccccc3c2=O)cc1 | 4% | . | 1% |
| O=C(Nc1ccc(N2CCN(C(=O)c3cccs3)CC2)c(Cl)c1)c1ccco1 | 7% | -4% | -1% |
| CCN(CC)S(=O)(=O)c1ccc2c(c1)C(=NO)c1cc(S(=O)(=O)N(CC)CC)ccc1-2 | 0% | -12% | 9% |
| CCN(CC)c1ccc(NC(=O)CN2C(=O)c3cccnc3Oc3ccccc32)c(C)c1 | 9% | . | 5% |
| COc1ccc(CN(C)S(=O)(=O)c2nnc(NC(=O)c3ccccc3Br)s2)cc1 | 5% | 6% | -9% |
| Cc1cccc(C#N)c1NC1=CC(=O)CC(C)(C)C1 | . | 9% | -10% |
| CCOc1ccc(N(Cc2cc3cc(C)ccc3[nH]c2=O)C(=O)c2cccc(Cl)c2)cc1 | -2% | . | -3% |
| O=C1c2cccnc2C(=O)N1c1cccc([N+](=O)[O-])c1 | . | -23% | 9% |
| CCn1c(O)c(N=NC(=S)NCC2CCCO2)c2ccccc21 (stereo not given) | 5% | 20% | -4% |
| Cc1ccc2nc(N(CCCN(C)C)C(=O)c3ccc(S(=O)(=O)N4CCc5ccccc5C4)cc3)sc2c1 | 8% | ? | -12% |
| N#Cc1cccc(S(=O)(=O)NCc2nnc3ccccn23)c1 | 0% | . | -4% |
| COCCOn1c(SCCOC)nc2ccccc2c1=O | -5% | 8% | -5% |
| CCCCOCCCNC(=O)c1ccc([N+](=O)[O-])c(C)c1 | -1% | -5% | 2% |
| Cc1ccc2[nH]c(=O)c3cc(C(=O)NCC4CCCO4)sc3c2c1 (stereo not given) | -3% | -15% | 11% |
| Cc1ccc(S(=O)(=O)N(CC(=O)NCCC2=CCCCC2)Cc2ccccc2)cc1 | . | 22% | -19% |
| CS(=O)(=O)N1CCc2cc(C(=O)Nc3ccc(C(F)(F)F)cc3)ccc21 | 5% | . | -3% |
| Cc1ccccc1S(=O)(=O)Cc1ccc(C(=O)NCCN(CC(C)C)CC(C)C)o1 | . | -19% | 0% |
| C/C(=C/C(=O)NCc1ccccc1)C(=O)O | -2% | -21% | 3% |
| CCN(CC)S(=O)(=O)c1ccc(N2CCCC2)c(NC(=O)C2=COCCO2)c1 | -6%[0.505 µM] | -4% | 0% |
| O=C(/C=C/c1ccccc1)c1ccccc1 | 6% | 21% | -13% |
| Cc1cc(S(=O)(=O)N(Cc2ccccc2)Cc2ccc(N(C)C)cc2)ccc1-n1cnnn1 | 6% | -5% | -20% |
| O=C(COC(=O)Cc1c(F)cccc1Cl)Nc1ccc2[nH]c(=O)[nH]c2c1 | -10% | . | -10% |
| Cc1ccc(C(=O)CSc2ncnc3sc4c(c23)CCC(C)C4)cc1 (stereo not given) | 6% | 0% | 0% |
| O=C(COC(=O)c1ccc(S(=O)(=O)C(F)F)cc1)Nc1cccnc1Cl | 0% | -1% | 3% |
| OCc1ncccc1O | -3% | 1% | 14% |
| CCOC(=O)N1CCN(C(=O)CS(=O)(=O)c2cn(Cc3ccc(Cl)cc3)c3ccccc23)CC1 | 9% | -3% | -13% |
| O=S(=O)(NC1CC1)c1ccc2c3c(cccc13)CC2 | -3% | -3% | 3% |

Later entries.
| molecule | TDP1 block | N370S GC | FEN1 inh |
| --- | --- | --- | --- |
| O=C(C1CCC(=O)N(C2CCCC2)C1)N1CCN(Cc2cccc(Cl)c2)CC1 (stereo not given) | 4% | -10% | 3% |
| Cc1ccc(N2CC(C(=O)Nc3nnc(SCCC4OCCO4)s3)CC2=O)cc1 (stereo not given) | 4% | -1% | 4% |
| Nn1c(SCC(=O)Nc2ccc(F)cc2F)nnc1-c1cccnc1 | 3% | -14% | -1% |
| COc1ccc(C(=O)Nn2c(C)nc3ccccc3c2=O)c(OC)c1 | . | -3% | -1% |
| Cc1nn(-c2ccccc2)c(C)c1C(=O)NCc1ccccc1F | 2% | 0% | 7% |
| Cc1ccc(CNC(=O)CSc2ncc(C(=O)Nc3ccccc3)c(=O)n2C)cc1 | 0% | -1% | 3% |
| CCC(CO)Oc1cc(NCc2cccnc2)c2ncn(C(C)C)c2c1 (stereo not given) | 6% | . | ? |
| Cc1ccc(S(=O)(=O)N2CCOCC2)cc1NS(=O)(=O)c1ccc(F)c(F)c1 | 5% | . | -17% |

Record cards, from the list above. Order of screens: TDP1 block | N370S GC | FEN1 inh
Shown for Nn1c(SCC(=O)Nc2ccc(F)cc2F)nnc1-c1cccnc1 : 3% | -14% | -1%
Shown for Cc1ccc(N2CC(C(=O)Nc3nnc(SCCC4OCCO4)s3)CC2=O)cc1 (stereo not given) : 4% | -1% | 4%
Shown for Cc1nn(-c2ccccc2)c(C)c1C(=O)NCc1ccccc1F : 2% | 0% | 7%
Shown for Cc1ccc(CNC(=O)CSc2ncc(C(=O)Nc3ccccc3)c(=O)n2C)cc1 : 0% | -1% | 3%
Shown for O=C(C1CCC(=O)N(C2CCCC2)C1)N1CCN(Cc2cccc(Cl)c2)CC1 (stereo not given) : 4% | -10% | 3%
